Screens from PubChem BioAssay.
MITF primary: inhibitors of human MITF; inhibition, % at 2.6 µM; 0.91% of 650,000 active; AlphaScreen MITF homodimerization, bead proximity signal; AID 1259374; O75030; in the data active = inhibition above about 50%;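 note: 0% = vehicle wells with protein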
Target sequence (O75030 whole entry, looked up): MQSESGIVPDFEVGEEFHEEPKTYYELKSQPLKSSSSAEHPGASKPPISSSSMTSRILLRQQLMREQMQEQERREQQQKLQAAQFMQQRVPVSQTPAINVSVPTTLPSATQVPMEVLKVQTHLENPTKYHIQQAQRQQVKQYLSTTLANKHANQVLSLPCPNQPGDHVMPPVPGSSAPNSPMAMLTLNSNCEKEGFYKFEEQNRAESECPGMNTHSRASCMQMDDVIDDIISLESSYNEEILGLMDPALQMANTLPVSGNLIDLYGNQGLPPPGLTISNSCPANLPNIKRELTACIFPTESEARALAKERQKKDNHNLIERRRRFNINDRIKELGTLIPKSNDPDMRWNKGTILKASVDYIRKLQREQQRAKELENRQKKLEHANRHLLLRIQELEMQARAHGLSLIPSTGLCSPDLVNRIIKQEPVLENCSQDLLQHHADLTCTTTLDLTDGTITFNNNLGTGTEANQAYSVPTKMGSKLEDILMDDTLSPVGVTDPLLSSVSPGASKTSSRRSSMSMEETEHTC
GPR151 activ: activates the human receptor GPR151; 1% of 650,000 active; Q8TDV0; PathHunter beta-arrestin GPR151 cells, luminescence; activation, % at 11.2 µM; in the data active = activation above about 4.9%;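 note: 0% = median of compound wells and 100% = cells with positive control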
Target sequence (Q8TDV0 whole entry, looked up): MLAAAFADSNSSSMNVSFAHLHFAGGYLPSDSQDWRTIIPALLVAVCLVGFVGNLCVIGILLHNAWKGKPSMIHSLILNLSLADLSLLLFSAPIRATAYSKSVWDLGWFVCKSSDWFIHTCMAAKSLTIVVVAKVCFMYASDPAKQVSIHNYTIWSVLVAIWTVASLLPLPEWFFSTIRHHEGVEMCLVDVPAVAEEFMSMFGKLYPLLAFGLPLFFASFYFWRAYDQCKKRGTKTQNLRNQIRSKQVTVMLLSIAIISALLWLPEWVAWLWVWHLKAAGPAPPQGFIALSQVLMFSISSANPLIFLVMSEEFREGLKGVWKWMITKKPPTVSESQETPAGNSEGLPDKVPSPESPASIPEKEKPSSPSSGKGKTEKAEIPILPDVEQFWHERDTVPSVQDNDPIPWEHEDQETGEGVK
FBW7 act: human FBW7 E3 ligase activation, primary screen | Q969H0 | AlphaScreen FBW7–phospho-cyclin E peptide binding, activator screen | normalized activity (activation), % at 26.1 µM | 0.13% of 650,000 active; in the data active = normalized activity above about 1.9%;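 note: purified mutant Fbw7 with reduced substrate affinity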
TEAD-YAP block: TEAD-YAP interaction inhibition; HEK-TIYL cells, TEAD-Gal4/YAP UAS-luciferase luminescence; inhibition, % at 9.12 µM; 1.4% of 640,000 active; in the data active = inhibition above about 32%;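 note: 0% = median of test compound wells and 100% = reference inhibitor wells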
Numbers without * were called inactive; x = not tested or not shown.

Each structure is followed by: MITF primary	GPR151 activ	FBW7 act	TEAD-YAP block
- Cc1nc2sc(C(c3ccc(Cl)cc3)N3CCC4(CC3)OCCO4)c(O)n2n1 (stereo not drawn)
  -6	0.4	-0.1	-6
- CCCCNc1nc(Nc2ccc(OC)cc2)c2cnn(C)c2n1
  3	0.1	-0.2	12
- Cc1nonc1CC(=O)Nc1ccccc1
  -5	-0.3	-0.1	-3
- Cc1ccc(OCC(=O)Oc2ccc(N3C(=O)C4C5CCC(C5)C4C3=O)cc2)cc1C (stereo not drawn)
  -5	-1.3	0.1	-5
- CC1CCCCN1C(=O)Nc1cccc(C(F)(F)F)c1 (stereo not drawn)
  2	-0.1	-0.2	-7
- Cc1ccc(N2C(=O)CN(Cc3cccs3)C2=S)cc1C
  12	0.1	0.0	-2
- COCCNC(=O)CNC(=O)c1nn(-c2ccc(OC)c(OC)c2)c(=O)c2ccccc12
  17	-0.6	0.2	-11
- Cc1c(Cl)cccc1NC(=O)Nc1ccc(Cc2ccc(NC(=O)Nc3cccc(Cl)c3C)cc2)cc1
  5	0.2	0.0	5
- COc1ccc(CCNc2ncnc3nc(N4CCN(Cc5ccc6c(c5)OCO6)CC4)[nH]c23)cc1
  3	2.2	-0.3	12
- CCOC(=O)c1sc(NC(=O)C(C)Sc2nnc(CNC(=O)c3ccco3)n2-c2cc(C)ccc2C)c(C(=O)OCC)c1C (stereo not drawn)
  -3	-0.9	0.3	2
- CCCCc1c(C)nc(N/N=C(\C)c2cccc([N+](=O)[O-])c2)[nH]c1=O
  6	1.1	-0.2	3
- CCCCCCCCCCCCCCCC(=O)OC[C@H](COP(=O)(O)OCC[N+](C)(C)C)OC(=O)CCCCCCCCCCCCCCC
  -10	-1.7	x	x
- O=C(Nc1cccc(C(F)(F)F)c1)c1ccc(F)c(S(=O)(=O)NCc2ccc(F)cc2)c1
  13	0.3	0.0	-2
- CC(=O)Nc1ccc(-n2c(C)cc(/C=C(/C#N)C(=O)Nc3cccc(C)c3)c2C)cc1
  9	1.1	0.0	-16
- Cc1ccc(NC(=O)C2C3NC(=S)N(c4ccc(F)cc4)C2(C)Oc2ccc(Br)cc23)c(C)c1 (stereo not drawn)
  9	-2.1	0.0	6
- O=C(Cn1nnc(-c2ccncc2)n1)NCCc1ccccc1
  -5	0.7	-0.3	4
- Cc1ccc(OCCN2CCOCC2)c([N+](=O)[O-])c1
  46	1.2	-0.2	0
- O=C(COc1ccc(Br)cc1)Nc1ccc(Cl)cn1
  8	11*	0.0	-40
- CC(=O)c1cccc(-c2ccc(/C=C3/C(=O)N(CCCO)C(=O)C(C#N)=C3C)o2)c1
  6	-0.9	-0.1	-9
- CC1=NN(C(=O)c2cccc(Cl)c2)C(O)(C2CCCCC2)C1 (stereo not drawn)
  10	-0.4	0.5	-43
- COc1ccc(CC(=O)O/N=C(\N)c2cccc(C)c2)cc1OC
  -6	2.1	0.4	-42
- O=C(O)Cn1cnc2ccccc2c1=O
  21	1.3	1.1	-7
- NC(=O)Cn1nnc(-c2ccccc2NC(=O)c2ccc(F)cc2)n1
  5	-0.5	-0.1	11
- Cc1ccc(NC(=O)C2CC=CCC2C(=O)O)cc1 (stereo not drawn)
  5	3.1	0.2	-4
- Cc1cc(SCc2ccccc2Cl)nc(=O)[nH]1
  -9	7.6*	-0.1	-14
- COC(=O)c1ccsc1NC(=O)C1c2ccccc2Oc2ccccc21
  4	-0.2	0.0	-7
- NNC(=O)c1cc(-c2ccc3ccccc3c2)n[nH]1
  -11	-2.5	-0.1	5
- CCOc1ccccc1C(=O)Nc1ccc(-c2nnc(CC)o2)cc1
  -22	-1.6	-0.2	4
- Cc1cccc2nc(CSc3nncn3-c3ccccc3)cn12
  9	0.0	0.4	9
- C[C@@H](O)[C@@H]1NC(=O)[C@@H]2C[C@H](NCc3ccccc3F)CN2C1=O
  14	-1.0	0.9	-6
- CONC(=Nc1ccccc1C)c1nonc1N
  8	-0.2	0.0	4
- Cc1cc(C)c(C(=O)/C=C(\N2CCCC2)C(F)(F)F)c(=O)[nH]1
  6	-0.1	0.1	1
- Cc1c(C(C)NC(=S)Nc2ccccc2C(F)(F)F)cnn1C (stereo not drawn)
  1	4.3	0.0	9
- O=C(CN1CCN(S(=O)(=O)c2ccc(Cl)cc2)CC1)Nc1ccc(OCc2ccccc2)cc1
  20	1.7	0.2	-3
- COc1cc2nc(CN3CC(C)OC(C)C3)[nH]c(=O)c2cc1OC (stereo not drawn)
  3	-0.2	0.1	1
- CC(=O)Nc1ccc(S(=O)(=O)NNC(=O)Nc2cccc(Cl)c2Cl)cc1
  -11	-0.6	-0.1	-6
- CSCC(=O)N1CCCC(CCC(=O)N(C)CCc2ccccn2)C1 (stereo not drawn)
  2	0.7	0.1	4
- CNC(=O)c1cc(F)c(F)cc1Nc1cc(Nc2ccc3c(c2)CC(=O)N3)ncc1C(F)(F)F
  -9	-1.2	-0.1	3
- Clc1ccc(-c2nsc3c(N4CCCC4)ncnc23)cc1
  -8	-0.4	0.1	19
- CCC(=O)NNc1ncnc2c1cnn2C
  0	0.0	0.0	-1

Five structures already listed, sorted by count of non-hydrogen atoms, low to high.
Each structure is followed by: MITF primary	GPR151 activ	FBW7 act	TEAD-YAP block
- CONC(=Nc1ccccc1C)c1nonc1N
  8	-0.2	0.0	4
- Clc1ccc(-c2nsc3c(N4CCCC4)ncnc23)cc1
  -8	-0.4	0.1	19
- Cc1c(C(C)NC(=S)Nc2ccccc2C(F)(F)F)cnn1C (stereo not drawn)
  1	4.3	0.0	9
- NC(=O)Cn1nnc(-c2ccccc2NC(=O)c2ccc(F)cc2)n1
  5	-0.5	-0.1	11
- CC(=O)Nc1ccc(S(=O)(=O)NNC(=O)Nc2cccc(Cl)c2Cl)cc1
  -11	-0.6	-0.1	-6

(continued)
Each structure is followed by: MITF primary	GPR151 activ	FBW7 act	TEAD-YAP block
- O=[N+]([O-])c1ccc(N=Nc2ccc(O)cc2O)cc1
  -4	-0.4	0.1	-2
- CC(=O)N/N=C/c1ccccc1OCCOc1cccc(C)c1
  -13	0.0	-0.1	-9
- Cc1ccc(C2CC(C(F)(F)F)n3nc(C(=O)N(Cc4ccccc4)c4ccccc4)c(Cl)c3N2)cc1 (stereo not drawn)
  -7	0.3	-0.2	19
- Cc1nc2c(c(=O)[nH]1)CN(C(=O)C(c1ccccc1)C1CCCCC1)CC2 (stereo not drawn)
  -11	-1.8	-0.1	-11
- N=C(N)c1ccc(N)cc1
  -4	0.7	0.1	-12
- Cc1c(NC(=O)COC(=O)c2ccc(O)cc2)c(=O)n(-c2ccccc2)n1C
  -16	-1.3	-0.1	2
- CC(C)c1nnc(NC(=O)COc2ccc(Cl)cc2)s1
  13	3.4	-0.1	-37
- O=C(NCC1CCCO1)c1ncoc1-c1cccc(Cl)c1 (stereo not drawn)
  6	1.1	1.3	-35
- CCOC(=O)C1CCN(C(=O)COc2ccc(Br)cc2C)CC1
  3	-0.2	0.0	0
- O=C(CSCc1ccccc1)Nc1nnc(SCC(=O)N2CCCCC2)s1
  -1	0.4	0.0	5
- Cc1ccc(N2CC(C(=O)NC(C)CCc3ccccc3)CC2=O)cc1 (stereo not drawn)
  -8	1.2	0.1	1
- O=C(N1CCCc2ccccc21)C1(c2cccs2)CCOCC1
  -2	-1.7	-0.1	2
- OCCCOc1ccc2c(c1)C(=NO)c1cc(OCCCO)ccc1-2
  19	-0.7	0.6	-51
- Cc1cc(N)cc2[nH]c(-c3ccccc3)nc12
  6	-2.5	-0.4	-44
- NC(=O)Cn1c(=O)n(CCC(=O)NCCSCc2ccccc2)c(=O)c2ccccc21
  0	0.1	0.0	7
- Cn1c(CC(=O)NNC(=O)CCC(=O)c2ccc3c(c2)OCCO3)nc2ccccc21
  10	-0.9	-0.1	1
- CCCCOC(=O)c1ccc(NC(=O)c2cc3c(=O)n4ccccc4nc3n2C)cc1
  -9	-1.0	-0.1	3
- CC1CN(CCC(=O)NCCCOc2cccnc2)Cc2cc(Cl)ccc2O1 (stereo not drawn)
  -1	-1.2	0.2	-8
- C=CCOC(=O)C1=C(C)OC(N)=C(C#N)C1c1ccc(OC)cc1 (stereo not drawn)
  7	1.7	0.0	-6
- O=[N+]([O-])c1sc2ccccc2c1NCc1ccco1
  15	-0.3	0.3	-4
- CCOc1ccc(NC(=O)CC(C)Cc2cc(C)cc(C)c2)cc1 (stereo not drawn)
  3	-1.0	0.0	9
- Cc1cc(C(=O)Nc2ccc3c(c2)CCC3)cs1
  4	-4.9	-0.1	-10
- Cc1cc([N+](=O)[O-])cc2c1N(C)C(=O)/C2=C1\SC(=Nc2ccc(F)cc2)NC1=O
  6	3.5	0.1	9
- CN(C)C(=O)c1ccc(C(=O)c2ccccc2)o1
  -5	-5.5	0.1	-68
- CC1(C)CC2CC(C)(CN2C(=O)/C(=C\c2ccco2)NC(=O)c2ccc(Cl)cc2)C1 (stereo not drawn)
  2	-0.7	0.1	4
- CCOC(=O)c1cnc2ccc(OCC)cc2c1Nc1ccc(Oc2ccccc2)cc1
  15	0.6	0.1	-2
- O=C(CN(Cc1ccccc1)S(=O)(=O)c1ccccc1)N1CCOCC1
  -4	0.9	0.0	8
- Cc1cccnc1C1(O)CCN(C(=O)Cc2c(F)cccc2Cl)CC1
  7	0.7	0.0	-7
- CS(=O)(=O)N(CC(=O)NCc1ccco1)c1cc(C(F)(F)F)ccc1Cl
  21	-0.8	0.1	1
- COC(=O)c1sccc1NC(=O)CCC1CCCC1
  -16	0.6	0.1	-8
- Cc1nc2c(C(=O)NC3CCCCC3C)cnn2c(C)c1Cc1cccc(Br)c1 (stereo not drawn)
  -3	-0.2	-0.1	-9
- CCOC(=O)/C(=N\O)C1=NC2(CCCC2)Cc2ccccc21
  6	0.6	-0.1	-3
- Cc1cc(N2C(=O)C3CC=CCC3C2=O)cc(C)c1Br (stereo not drawn)
  5	-0.3	-0.1	3
- COC(=O)c1c(NC(C)=O)sc2c1CCCCCC2
  11	-1.0	0.2	-2
- Cc1ccc(C2(c3ccc(C)cc3)NC(=O)N(Cc3c(C)noc3C)C2=O)cc1
  -1	-0.3	0.0	-3
- CC(=O)Oc1ccc2occ(C(=O)c3ccc(Cl)cc3)c2c1
  3	-2.7	0.3	-65
- COc1cc(/C=C2\N=C(c3ccccc3)NNC2=O)cc(OC)c1OC
  -2	-0.3	0.0	49*
- COc1cc(/C=N/NC(=O)C(=O)N2CCCCC2)ccc1O
  18	-0.4	1.0	5
- N#Cc1c(NC(=O)Nc2cccc(Cl)c2)sc2c1CCC2
  -1	-0.1	-0.1	-2
- NS(=O)(=O)c1ccc(CCNC(=O)CSc2nncn3c2cc2sccc23)cc1
  6	0.5	-0.2	3
- COCCNC(=O)COc1cc(C)ccc1C
  -4	-1.1	0.1	6
- COCCn1c(=NC(=O)c2cc(=O)c3ccccc3o2)sc2cc(F)ccc21
  6	0.1	0.1	-8
- CCSc1nc(N)c(NC(=O)c2ccco2)c(=O)[nH]1
  -2	0.1	-0.1	5
- CCOc1ccc(/C=C2/N=C(c3cc(OC)c(OC)c(OC)c3)OC2=O)cc1
  -9	-0.5	-0.1	-2
- COc1ccc(-c2cc(C(=O)NCCc3ccccc3)[nH]n2)cc1
  6	-0.1	0.1	-3
- CCOC(=O)c1sc(NC(=O)c2ccccc2[N+](=O)[O-])nc1C
  -4	-0.3	-0.1	13
- O=C(Nc1nnc(-c2ccc(Br)cc2)s1)c1ccc([N+](=O)[O-])cc1
  -10	-0.1	-0.1	-8
- c1cc(Nc2nc(Nc3ccc(N4CCOCC4)cc3)c3[nH]cnc3n2)ccn1
  -1	-0.8	-0.2	28
- CC1=C(C(=O)OC(C)C)C(C)NC(=S)N1 (stereo not drawn)
  12	0.1	0.3	-24
- O=C(N/N=C/c1ccccc1[N+](=O)[O-])c1cccc(Br)c1
  0	-0.5	-0.3	-68
- O=C(NCc1cccc2ccccc12)Nc1ccccc1NC(=O)c1ccccn1
  3	0.5	0.0	7
- CN(C)CCCn1c(N)c(C#N)c2nc3ccccc3nc21
  -5	0.9	-0.1	3
- O=C1N(Cc2cccnc2)C[C@@H]2C[C@@H](c3cccc(Oc4ccccc4)c3)N3CCC[C@@]123
  1	0.0	-0.1	8
- CC(C)(C)CC(=O)NCC(c1cccs1)S(=O)(=O)c1cccs1 (stereo not drawn)
  -6	0.8	0.1	-4
- O=C1CCC(NC2CCCCC2)CCN1Cc1cc2c(cc1Cl)OCO2 (stereo not drawn)
  0	0.6	0.1	4
- CCCNC(=O)c1cccc(Br)c1
  7	-0.4	0.4	-5
- Cc1cc(C)cc(OCC(O)CN2CC(C)OC(C)C2)c1 (stereo not drawn)
  16	0.1	0.2	6
- CCOc1ccccc1N1C(=O)NC(=O)/C(=C/c2cc(OC)c(OC)cc2OC)C1=O
  15	-1.4	0.5	1
- Fc1ccccc1N1CCN(C2CCN(Cc3cccnc3)CC2)CC1
  82*	-0.8	-0.1	5
- Cc1ccc(C(=O)N/C(=C/c2cccs2)C(=O)NN)cc1
  -13	-0.5	0.0	-1
- COc1cc(NC(=O)CSc2nnc3c(n2)[nH]c2ccc(S(=O)(=O)NC(C)C)cc23)cc(OC)c1OC
  -14	0.3	0.0	-1
- CCN(CC)S(=O)(=O)c1ccc(C(=O)Nc2nc3ccc4sc(C)nc4c3s2)cc1
  2	1.5	0.0	-5
- Cc1[nH]ncc1-c1ccc(NC(=O)OCc2ccccc2)c(OCCN(C)C)c1
  26	-0.4	-0.3	-15

Reformatted with tabs: two of the compounds above.
smiles	MITF primary	GPR151 activ	FBW7 act	TEAD-YAP block
COc1ccc(-c2cc(C(=O)NCCc3ccccc3)[nH]n2)cc1	6	-0.1	0.1	-3
CCOC(=O)c1sc(NC(=O)c2ccccc2[N+](=O)[O-])nc1C	-4	-0.3	-0.1	13
